# Source: PubChem BioAssay
# Hsp70 inhibitors = small molecules displacing fluorescent ligand from Hsp70 – biochemical, fluorescence polarization, primary screen (AID 583); Hsp70 fluorescence polarization probe displacement, mP; higher % means a stronger effect; displacement, % at 20 µM; hits with a dose series show IC50 in µM; actives 0.06% (n = 140,000); in the data active = displacement above about 50%;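 note: plate controls were vehicle for no effect and reference ligand for full effect; a part of the inactive calls stands beside numbers as strong as those of hits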
# Rat MKP-3 inhibitors = inhibition of rat DUSP6 enzyme activity – biochemical, in vitro, primary screen (AID 425); actives 0.17% (n = 110,000); inhibition, % at 20 µM, or IC50 in µM where a hit was titrated; recombinant MKP-3 phosphatase activity, fluorescence; higher % means a stronger effect; in the data active = inhibition above about 50%;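 note: plate controls were vehicle for no effect and reference inhibitor for full effect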
# Numbers without * were called inactive; nt = not tested or not shown; & = joins results of further samples.
Hsp70 inhibitors	Rat MKP-3 inhibitors	Compound
2.0%	nt	C=CCNc1nnc(SC2CC(=O)N(c3ccc(OCCC)cc3)C2=O)s1 (configuration not stated)
-5.3%	0%	O=C(CCCSc1nc2ccccc2[nH]1)NCc1ccco1
-2.2%	nt	O=C(Nc1ccccc1Cl)N1CCn2c(nc3ccccc32)C1
6.7%	-1%	COC(=O)c1cn(NC(=O)C2CCCO2)c(=O)c2ccccc12 (configuration not stated)
3.0%	-2%	Cc1ccc(-c2nc(N/N=C/c3cccc(F)c3)c3ccccc3n2)cc1
-1.6%	2%	COc1ccccc1/C=C1\SC(N2CCOCC2)=NC1=O
-0.5%	nt	CC(C)(C)c1cc(N/C=C\c2nnnn2-c2ccc(Br)cc2)no1
3.1%	0%	O=C(COc1ccc(F)cc1)Nc1ccc(-n2cnnn2)cc1
3.4%	6%	Cc1nc2sc(C(c3cccc(F)c3)N3CCC(C)CC3)c(O)n2n1 (configuration not stated)
-2.5%	-10%	Nc1cccc(C(=O)Nc2ccccc2Cl)c1
0.9%	2%	CN1C(=O)NC(=O)/C(=C/c2ccc(O)c([N+](=O)[O-])c2)C1=O
1.6%	-3%	CCN(CC)CCNC(=O)Cc1c(C(=O)O)n(C)c2ccccc12
-1.6%	nt	Cc1ccc2c(c1)N=C(c1ccc(Cl)cc1)CO2
4.0%	-5%	O=C(NC(=C(Cl)Cl)S(=O)(=O)c1ccc(Cl)cc1)c1ccccc1
1.0%	-16%	Cc1c(NC(=O)C23CC4CC(CC(C)(C4)C2)C3)c(=O)n(-c2ccccc2)n1C
9.7%	1%	COc1cc(NC(=O)CC(C)C)ccc1NC(=O)c1ccco1
1.1%	nt	CN(C)CCOC(=O)C12CC3(C)CC(C)(CC(C)(C3)C1)C2
1.2%	4%	Fc1cccc(Cl)c1/C=N/Nc1nc2ccccc2s1
-0.9%	2%	Cc1ccc(C)c(-c2cc(C(=O)NN)c3ccccc3n2)c1
-4.1%	2%	O=C(O)CCCCCN1C(=O)C(=O)/C(=C(/O)c2ccccc2)C1c1cccc(F)c1 (configuration not stated)
4.6%	6%	Cc1c(C(=O)O/N=C(\N)Cc2cccc3ccccc23)cccc1[N+](=O)[O-]
-3.6%	-7%	Cc1cc2ccccc2n2c(SCC(=O)N3CCN(C(=O)c4ccco4)CC3)nnc12
3.2%	-5%	Cc1noc(C)c1CN1C(=O)NC2(CCCCCCC2)C1=O
-10%	-3%	O=C(Cn1cc(C(=O)c2cccs2)c2ccccc21)NCC1CCCO1 (configuration not stated)
-0.8%	2%	COc1ccc(C2c3c(oc4ccc(Cl)cc4c3=O)C(=O)N2Cc2ccco2)cc1OC (configuration not stated)
0.2%	-8%	C=CCn1c(NCc2ccccc2)nc2ccccc21
-1.5%	-4%	COc1cccc(OCCOc2ccc(/C=C3/SC(=S)N(c4ccccc4)C3=O)cc2)c1
-1.3%	-1%	O=C(CCN1CCN(c2ccccc2)CC1)Nc1ccc2c(c1)OCO2
-0.8%	-10%	Cc1ccccc1NC(=O)CCc1ccccc1
-13%	1%	Cc1ccc(N=Cc2c(O)ccc3ccccc23)nc1

# New compounds follow.
Hsp70 inhibitors	Rat MKP-3 inhibitors	Compound
-2.0%	0%	O=C(NCC1CCCO1)C12CC3CC(CC(C3)C1)C2 (configuration not stated)
0.2%	-5%	CCOC(=O)N1CCN(C(=O)CNS(=O)(=O)c2cccs2)CC1
-1.1%	1%	O=C1NC(=Nc2ccccc2Cl)S/C1=C/c1ccc(-c2ccccc2Cl)o1
2.7%	2%	O=C(NCCc1ccc(Cl)cc1)Nc1ccc(Br)cc1
-6.0%	-2%	COc1cccc(CNC(=O)Cn2cc3c(n2)CCCC3)c1
-0.4%	-2%	CCc1nnc(NC(=O)c2ccc(COc3ccccc3)o2)s1
1.7%	-14%	COc1ccc(N(CC(=O)NC(C)(C)C)S(=O)(=O)c2ccccc2)cc1OC
2.0%	-1%	Fc1cccc(Cl)c1CSc1nnc(-c2ccc(Br)cc2)o1
-4.5%	0%	O=C(Cc1ccccc1)Nc1ccc([N+](=O)[O-])cc1Cl
-31%&-71%	3%	COc1ccc(/C(O)=C/c2nc3ccccc3n(-c3ccccc3)c2=O)cc1
-0.7%	6%	CCCCOc1ccc(C2Nc3ccccc3NC3=C2C(=O)CC(C)(C)C3)cc1 (configuration not stated)
5.4%	7%	COc1cc(C(=O)Nc2ccc3c(c2)OCCO3)ccc1OC(F)F
11%	-2%	CCOc1ccc(NC2=C([N+](=O)[O-])CS(=O)(=O)C2)cc1
-1.0%	nt	CC(C)C(=O)c1cc2c(cc1NC(=O)c1cccs1)OCCO2
-0.7%	-4%	O=C(NCC1CCCO1)c1ccc2c(c1)N(Cc1ccccc1)C(=O)CS2=O (configuration not stated)
-3.2%	2%	COc1ccc(N2C(=O)NC(=O)C(=Cc3ccccc3OCC(=O)O)C2=O)cc1
-3.3%	3%	C=CCn1cnc2c(c1=O)c1nc3ccccc3nc1n2-c1ccc(Cl)cc1
5.6%	1%	O=C(COc1ccccc1[N+](=O)[O-])NC(c1ccccc1)c1c(O)ccc2ccccc12 (configuration not stated)
0.7%	0%	COc1cc(/C=N\NC(=O)CNc2ccc(C)cc2)cc(Br)c1O
2.3%	-1%	CCc1cccc(NC(=O)c2cnccn2)c1
0.7%	-2%	CC1=CC(C)(C)N(C(=O)c2ccc(F)cc2)c2cc3c(cc21)OCO3
-9.2%	3%	CCN(CC)c1ccc(/C=C(\NC(=O)c2ccccc2Cl)C(=O)NN)cc1
4.1%	-1%	Cn1cc(C(=O)N2CCN(c3ccccn3)CC2)c(=O)c2cc(S(=O)(=O)N3CCOCC3)ccc21
-2.1%	0%	COc1ccc(C2SCCN2S(=O)(=O)c2ccc3ccccc3c2)cc1 (configuration not stated)
-1.2%	nt	CC(C)CN1C(=O)c2ccc(NC(=O)c3cccs3)cc2C1=O
-5.6%	2%	COc1ccc(CN2CCN(C(=O)c3ccccc3F)CC2)cc1Br
1.6%&-2.6%	-12%&2%	CC1(C)CC(=O)C=C(Nc2ccc(F)cc2F)C1
1.4%	-7%	O=C(CN1C(=O)C2C3C=CC(C3)C2C1=O)Nc1nc(SCc2ccc(Cl)cc2)n[nH]1 (configuration not stated)
0.7%	5%	COC1Cc2ccccc2N(C(=O)N2CCN(CCO)CC2)c2ccccc21 (configuration not stated)
1.8%	-2%	O=C(Nc1ccccc1C(=O)N1CCOCC1)c1cccc(S(=O)(=O)N2CCCC2)c1

# Sorted by number of heavy atoms (largest number first): some entries from above
Hsp70 inhibitors	Rat MKP-3 inhibitors	Compound
4.1%	-1%	Cn1cc(C(=O)N2CCN(c3ccccn3)CC2)c(=O)c2cc(S(=O)(=O)N3CCOCC3)ccc21
5.6%	1%	O=C(COc1ccccc1[N+](=O)[O-])NC(c1ccccc1)c1c(O)ccc2ccccc12 (configuration not stated)
1.8%	-2%	O=C(Nc1ccccc1C(=O)N1CCOCC1)c1cccc(S(=O)(=O)N2CCCC2)c1
1.4%	-7%	O=C(CN1C(=O)C2C3C=CC(C3)C2C1=O)Nc1nc(SCc2ccc(Cl)cc2)n[nH]1 (configuration not stated)
-0.7%	6%	CCCCOc1ccc(C2Nc3ccccc3NC3=C2C(=O)CC(C)(C)C3)cc1 (configuration not stated)
-31%&-71%	3%	COc1ccc(/C(O)=C/c2nc3ccccc3n(-c3ccccc3)c2=O)cc1
-9.2%	3%	CCN(CC)c1ccc(/C=C(\NC(=O)c2ccccc2Cl)C(=O)NN)cc1
-2.1%	0%	COc1ccc(C2SCCN2S(=O)(=O)c2ccc3ccccc3c2)cc1 (configuration not stated)
5.4%	7%	COc1cc(C(=O)Nc2ccc3c(c2)OCCO3)ccc1OC(F)F
0.7%	0%	COc1cc(/C=N\NC(=O)CNc2ccc(C)cc2)cc(Br)c1O
0.2%	-5%	CCOC(=O)N1CCN(C(=O)CNS(=O)(=O)c2cccs2)CC1
2.0%	-1%	Fc1cccc(Cl)c1CSc1nnc(-c2ccc(Br)cc2)o1
-4.5%	0%	O=C(Cc1ccccc1)Nc1ccc([N+](=O)[O-])cc1Cl
-2.0%	0%	O=C(NCC1CCCO1)C12CC3CC(CC(C3)C1)C2 (configuration not stated)
1.6%&-2.6%	-12%&2%	CC1(C)CC(=O)C=C(Nc2ccc(F)cc2F)C1
2.3%	-1%	CCc1cccc(NC(=O)c2cnccn2)c1

# More records follow.
Hsp70 inhibitors	Rat MKP-3 inhibitors	Compound
-1.5%	0%	O=C(c1ccc(Br)o1)N1CCCCCC1
6.1%	nt	COC(=O)CSc1nc2nc(C)c(Br)cc2[nH]1
1.7%	1%	O=C(CN(C(=O)c1ccc2c(c1)OCCO2)c1ccccc1)NCC1CCCO1 (configuration not stated)
5.4%	-4%	COc1ccc(-c2ccnc(SCC(=O)N3CCOCC3)n2)cc1
6.0%	-2%	Cc1nc(CCNC(=O)c2ccccc2)cs1
5.3%	4%	COc1cccc(OC)c1C(=O)Nc1ccc2c(c1)OCCO2
0.2%	-4%	Cn1nnc2cc(C(=O)N3CCC(c4ccccc4)C3)ccc21 (configuration not stated)
2.9%	-3%	Nc1nnnn1/N=C/c1ccccn1
-4.5%	2%	COc1ccc(CCN(C(=S)Nc2ccccc2)C2CC(=O)N(c3ccc(Cl)cc3)C2=O)cc1 (configuration not stated)
-3.0%	6%	CCN1CCC(C(=O)NC2CCCC2)(N(Cc2cccs2)C(=O)Cn2nnc3ccccc32)CC1
3.7%	0%	O=S(=O)(c1ccc(Cl)c(Cl)c1)N1CCN(c2ccccc2)CC1
-1.9%	nt	COCCNC(=O)C(C)N1c2cccc3cccc(c23)S1(=O)=O (configuration not stated)
-4.1%	-8%	CCOC(=O)Cn1c(=O)oc2cc(S(=O)(=O)N3CCc4ccccc43)ccc21
-11%	-6%	O=c1/c(=C/c2ccc(Sc3ccccc3)o2)sc2nc3ccccc3n12
1.2%	-5%	O=C(c1ccco1)N1CCN(CCOCCOc2cccc3ccccc23)CC1
nt	2%	Cc1c(C(=O)OC(C)C)sc(NC(=O)c2cc(Cl)ccc2Cl)c1C(=O)OC(C)C
3.8%&5.1%	-11%&0%	Cc1onc(-c2ccccc2Cl)c1C(=O)Nc1c(C)n(C)n(-c2ccccc2)c1=O
-0.3%	-1%	CCn1c(SCC(=O)Nc2ccc(S(=O)(=O)Nc3ccccn3)cc2)nnc1-c1ccncc1
3.8%	nt	O=C1NC(NS(=O)(=O)c2ccc(Cl)cc2)(C(F)(F)F)C(=O)N1Cc1cccnc1 (configuration not stated)
-0.5%	-3%	Cc1ccc(Cn2ncc3c(N4CCOCC4)ncnc32)cc1
1.8%	1%	Cc1ccc(-c2cc(C(=O)N3CC(C)CC(C)C3)c3ccccc3n2)cc1C (configuration not stated)
-5.5%	-12%	Nc1nncn1C(=O)c1cc(Br)ccc1Cl
nt	4%	NS(=O)(=O)c1ccc(CNC(=O)c2ccccc2Br)cc1
1.9%	5%	COc1ccccc1CC(=O)Nc1ccc(Br)cc1C
-2.6%	nt	CC(C)(C)c1ccc(S(=O)(=O)O/N=C2/CCCCC2c2ccc([N+](=O)[O-])cc2[N+](=O)[O-])cc1 (configuration not stated)
-5.5%	1%	Cc1nc(Nc2nc(-c3ccccc3)cc(=O)[nH]2)nc2ccccc12
-0.3%	1%	Cc1cc(Nc2cccc(Cl)c2)n2ncnc2n1
4.4%	0%	O=C(Cn1c(-c2ccco2)nc2ccccc21)N1CCCCC1
0.5%	3%	O=C(CSCc1ccc(F)cc1)Nc1ccccc1
-0.9%	1%	O=C(Nc1ccccc1C(=O)Nc1ccc(Br)cn1)c1ccccc1

# Next records follow.
Hsp70 inhibitors	Rat MKP-3 inhibitors	Compound
-8.2%	8%	Cc1ccc(C(C)C)c(OC(=O)/C=C/c2ccc([N+](=O)[O-])s2)c1
4.8%	0%	COc1ccc(-c2nc3cc(NC(=O)c4ccc5c(c4)OCO5)ccc3o2)cc1
3.2%	-6%	Cc1ccccc1C(=O)Nc1ccc2nc3n(c(=O)c2c1)CCC3
-3.5%	4%	CC1=NNC(=O)C1CCC(=O)N/N=C/C(Br)=C/c1ccccc1 (configuration not stated)
-1.4%	-6%	Cc1ccc(S(=O)(=O)C(CC(=O)c2ccccc2)c2cccs2)cc1 (configuration not stated)
-5.6%	4%	CSCC[C@H](NC(=O)NCCC1=CCCCC1)C(=O)O
8.8%	-1%	Cc1cc(C)c(C(N)=O)c(Nc2ccc(C3CCCCC3)cc2)n1
-2.6%	0%	Cc1ccc(N2CC(C(=O)NC3=NCCS3)CC2=O)cc1 (configuration not stated)
8.3%	2%	Cc1ccc2nc(NC(=O)c3cccc4ccccc34)sc2c1
-1.6%	-6%	CCc1nnc(NC(=O)CN2CCC(O)(c3ccccc3OC)CC2)s1
-4.3%	-17%	CCOC(=O)N1CCC(O)(c2cc(C)c(C)cc2C)CC1
-4.0%	-13%	Cc1noc(C)c1C(=O)Nc1sc(C)c(-c2ccccc2)c1C#N
-2.9%	0%	Cc1ccc(NC(=O)c2cnn(-c3ccccc3)c2NC(=O)c2ccccc2Cl)cc1C
0.1%	0%	CCOc1ccccc1NC(=O)c1c(-c2c(Cl)cccc2Cl)noc1C
-48%	2%	CCOc1ccc(/C=N/Nc2nc(-c3ccc(C)cc3)nc3ccccc23)c(O)c1
-3.6%	3%	CCOC(=O)c1c(C)sc(Sc2ccccc2[N+](=O)[O-])c1OC(C)=O
-1.3%&0.3%	-10%&9%	COCCNC(=O)CN(c1ccc(C)cc1)S(=O)(=O)c1ccc(SC)cc1
-1.2%	-2%	CCc1nnc(NC(=O)c2ccc3c(c2)OCCO3)s1
-2.4%	2%	COc1ccc2nc(SCC(=O)Nc3ccc(C(C)=O)cc3)[nH]c2c1
-1.9%	-2%	COCCN(CCOC)C(=O)c1c[nH]c2ccc(S(=O)(=O)N(C)c3ccc(F)cc3)cc2c1=O
-5.4%	nt	COC(=O)C1=C(C)NC(C)=C(C(=O)OC)C1C(=O)OCC(=O)N1c2ccccc2CC1C (configuration not stated)
34%	5%	NC(=O)N1c2ccccc2CC(=O)c2ccccc21
5.2%	-6%	O=C1CC(N2CCN(c3ccc(Cl)c(Cl)c3)CC2)C(=O)N1 (configuration not stated)

# A portion of the library; the hit share may differ from the screen's.
